High-throughput results (PubChem BioAssay)
HePTP inhibitor – blocks human HePTP tyrosine phosphatase; inhibition, % at 20 µM; recombinant HePTP phosphatase activity, OD absorbance; P35236; 0.64% of 110,000 active; in the data active = inhibition above about 50%;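 note: plate controls were vehicle for no effect and reference inhibitor for full effect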
Target sequence (P35236 whole entry, looked up): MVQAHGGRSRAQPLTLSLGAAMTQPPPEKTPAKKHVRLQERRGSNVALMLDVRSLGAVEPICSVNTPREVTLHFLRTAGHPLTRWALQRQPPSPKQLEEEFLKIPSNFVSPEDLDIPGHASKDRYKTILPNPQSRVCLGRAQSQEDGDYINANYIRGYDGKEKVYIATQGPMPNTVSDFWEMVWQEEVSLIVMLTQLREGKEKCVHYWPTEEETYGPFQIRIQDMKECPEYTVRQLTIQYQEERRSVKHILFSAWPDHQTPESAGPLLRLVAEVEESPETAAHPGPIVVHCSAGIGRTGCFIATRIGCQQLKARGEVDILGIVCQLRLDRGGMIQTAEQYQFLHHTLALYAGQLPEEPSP
BAP1 block – inhibitors of human BAP1 deubiquitinase; activity remaining (% of control), % at 20 µM; 0.48% of 72,000 active; recombinant BAP1, Ub-AMC hydrolysis fluorescence kinetic; active compounds read low;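 active = activity remaining at or below 50% of control, provided the compound also passes the data quality filters; inactive = the rest, including low values that fail the filters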;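 note: 100% = DMSO wells rate and 0% = substrate alone blank rate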
* marks the source's active call; other numbers are inactive results; / = not tested or not shown; & = joins results of further samples.

SMILES | HePTP inhibitor | BAP1 block
CC(=O)N1C(Nc2ccccc2)CC(C)N1c1ccccc1 (stereo not drawn) | 5 | /
CCOC(=O)C1=C(C)NC(=O)NC1c1ccc(C)o1 (stereo not drawn) | -1 | 92
Cc1ccc(S(=O)(=O)N2CC(=O)Nc3ccccc32)cc1C | 1 | 104
CCOC(=O)C1=C(C)NC(=O)NC1c1ccc(SC)cc1 (stereo not drawn) | 12 | /
N#Cc1c(N)n(CCOC(=O)c2cccc(Br)c2)c2nc3ccccc3nc12 | -4 | /
COc1ccc(C(=O)Nc2cc(=O)n(C)c(=O)n2C)cc1OC | 6 | 94
O=C(Cn1nnc(-c2ccccc2NC(=O)c2ccco2)n1)Nc1ccccc1 | 13 | 71
CC(C)Oc1ccc(CNCC2(O)CCOC(C)(C)C2)cc1 (stereo not drawn) | 6 | 60
NS(=O)(=O)c1ccc(N/C=C\C(=O)c2ccc3c(c2)OCO3)cc1 | -10 | /
CCc1ccc(OCCOCCN2CCC(C)CC2)cc1 | 6 | /
Cc1noc(C)c1COC(=O)C1CC(O)CN1S(=O)(=O)c1ccc(Cl)cc1 (stereo not drawn) | -4 | 120
Cc1occc1C(=O)NC1CCCCCC1 | 4&0 | 93
CC1(C(=O)O)Sc2[nH]c(=O)sc2C2c3ccccc3OC(=O)C21 (stereo not drawn) | 4 | 139
O=C(Nc1cc(-c2nc3ccccc3s2)ccc1Cl)c1ccc([N+](=O)[O-])cc1 | -7 | /
O=C(COc1ccccc1Cl)NCCCN1CCOCC1 | 0&-2 | 104
CC1Cc2ccccc2N1c1ncnc2c1nnn2Cc1ccccc1 (stereo not drawn) | 1 | /
COc1ccccc1NC(=O)CSc1cc(Cl)ccc1Cl | 2 | /
COc1ccccc1N(CCC#N)C(=O)CSc1ccc2c(c1)OCCO2 | 1 | 107
O=C(Nc1nc(-c2ccc(S(=O)(=O)N3CCCCCC3)cc2)cs1)c1cccs1 | 7 | /
CCCCOC(=O)CCn1c(=S)oc2ccccc21 | -1 | 101
COC(=O)c1ccccc1NC(=O)C(C)NS(=O)(=O)c1ccc(OC)cc1 (stereo not drawn) | 9 | 93
Cc1ccc(S(=O)(=O)NCCCOC(=O)Nc2ccncc2)cc1 | 4 | 94
Cc1nnc(SCC(=O)N2CCC(c3noc4ccc(F)cc34)CC2)s1 | 8 | 104
COc1ccc(-c2nnc(SCc3nnc(-c4ccc(Cl)cc4)o3)n2-c2ccccc2)cc1 | -6 | 62
CC(C)n1c(SCCCc2ccccc2)nc2c1c(=O)[nH]c(=O)n2C | 8 | 88
COc1cc(NS(=O)(=O)c2ccc([N+](=O)[O-])cc2)c(OC)cc1Br | -23 | /
Cc1ccc(-n2c(C)cc(/C=N/NC(=O)CN3CCOCC3)c2C)cc1C | -6 | /
COc1ccc(C2C(C(=O)N3CCN(c4ccccc4F)CC3)c3ccccc3C(=O)N2C)cc1 (stereo not drawn) | 0 | /
CCn1c(C)cc2c(c1=O)C(c1ccccc1Br)C(C#N)=C(N)O2 (stereo not drawn) | 7 | /
CCOC(=O)c1cc2c(N)c(C(=O)c3cc(C#N)c(SC)nc3C)sc2nc1C | 13 | 65
CCc1c(C)sc(NC(=O)c2c(-c3ccccc3)noc2C)c1C(N)=O | 3 | /
Cc1sc(NC(=O)c2ccccc2)nc1-c1ccc(-c2ccccc2)cc1 | / | 64
CCn1c(CNc2ccc(OC)cc2)nnc1SCC(=O)N1CCCc2ccccc21 | 11 | 98
CC(=O)Nc1ccc(C(=O)NCc2ccco2)cc1 | 0 | /
CCOC(=O)c1c(N)sc(C(N)=O)c1C | 6 | 99
COc1ccc(-n2nc(C(=O)NCC(=O)NCc3ccco3)c3ccccc3c2=O)cc1 | 1 | 91
CC1(C)Cc2c(C#N)c(NCCCO)nc(-c3ccccc3)c2CO1 | -7 | /
CC(C)CC(=O)NS(=O)(=O)c1ccc(NC(=O)c2ccco2)cc1 | -8 | /
Cc1cccc(OCCCc2c(C)n[nH]c2C)c1 | -1&12 | 85
Cn1nccc1C(=O)Nc1ccccc1C(=O)O | -2 | 125
Cc1ccc(C(=O)Nc2cccc([N+](=O)[O-])c2C)cc1C | 7 | /
CCOC(=O)CSc1nnc(CNC(=O)c2ccccc2OC)n1-c1ccc(OC)cc1 | 10 | 100
O=C(NC1CCCCC1)c1ccc(S(=O)(=O)N2CCCCC2)cc1 | 0 | 133
COc1cc(/C=C2\C(=O)N(c3ccc(S(N)(=O)=O)cc3)N=C2C)cc(Br)c1OCc1ccccc1 | 6 | /
Cc1onc(-c2c(Cl)cccc2Cl)c1C(=O)NCC1CCCO1 (stereo not drawn) | 14&-10 | 94

Whole records as entered above:
Shown for O=C(NC1CCCCC1)c1ccc(S(=O)(=O)N2CCCCC2)cc1 : HePTP inhibitor = 0; BAP1 block = 133
Shown for CC(C)CC(=O)NS(=O)(=O)c1ccc(NC(=O)c2ccco2)cc1 : HePTP inhibitor = -8; BAP1 block = /

The list goes on.
SMILES | HePTP inhibitor | BAP1 block
COc1ccccc1NS(=O)(=O)c1ccc(C)c([N+](=O)[O-])c1 | -16 | /
O=C(Cn1nnc(-c2ccccc2F)n1)NCCc1ccccc1 | -5 | 93
Cc1nnc(Nc2ccc(C(=O)N3CCCCC3)cc2)c2ccccc12 | -9 | /
CN=C(Nc1cccc(OC)c1)SC1CC(=O)N(c2ccccc2F)C1=O (stereo not drawn) | 4 | /
COc1ccc(C2CC(C(F)(F)F)n3nc(C(=O)Nc4c(F)cc(F)cc4Br)c(Cl)c3N2)cc1OC (stereo not drawn) | 2 | /
Cc1ccc(N2NC(=O)/C(=C/c3ccc(-c4ccc5c(c4)C(=O)NC5=O)o3)C2=O)cc1C | -2 | /
COc1ccc(/C=C2\SC(=S)N(Nc3ccccc3)C2=O)cc1OC | 11 | /
O=C(c1ccco1)N1CCN(Cc2ccccc2F)CC1 | / | 73
Cc1ccc(OCC(=O)Oc2ccc3c(c2)oc(=O)c2ccccc23)cc1 | / | 153
Cc1ccc2oc(-c3ccco3)cc(=O)c2c1 | -21 | /
Cc1ccc(OCC(=O)NCc2ccncc2)c(Br)c1 | 6 | /
CCCCCn1c(=NC(C)=O)c(C#N)cc2c(=O)n3cccc(C)c3nc21 | 2 | 483
COc1cc(/C=N/NC(=O)CC(=O)NC(C)C)cc(OC)c1OC | -4 | /
CCOC(=O)c1ccc2nc(C)c3c(c2c1)OC(C)C3 (stereo not drawn) | 6 | /
COC(=O)c1c(N)sc(C)c1-c1cc(C)ccc1C | -9 | /
COC(=O)C1=C(Cn2cnc3ccccc32)NC(=O)NC1c1cc(C)ccc1C (stereo not drawn) | 4 | 83
Cc1ncc([N+](=O)[O-])n1Cc1ccc(F)cc1 | / | 51
CCOC(=O)c1ccccc1N/C=C1\CCCC1=O | 4 | 68
CN(C)c1nc(N)nc(Cn2ccnc2)n1 | -11 | 78
Cc1c(Cl)cccc1Nc1nc(N)nc(CSc2ncccn2)n1 | -5 | 88
CSCCC(NC(=O)/C(=C\c1ccccc1)NC(=O)c1ccco1)C(=O)O (stereo not drawn) | -7 | /
CC1(C)Cc2nc3oc4c(NCc5ccccc5)ncnc4c3cc2CO1 | -1 | 194
Cc1cc2nc3s/c(=C\c4ccc(-c5ccc(Cl)c([N+](=O)[O-])c5)o4)c(=O)n3c2cc1C | 11 | /
Cc1cc(C)n2nc(S(=O)(=O)N(CC(C)C)CC(C)C)nc2n1 | 12 | 100
Cc1ccc(C(=O)Nc2cccnc2)o1 | 1 | /
CC1CCC(NC(=O)CN2CCC(n3nnc4cc(F)ccc43)CC2)CC1 (stereo not drawn) | 3 | 94
Cc1cccc(Nc2ccc([N+](=O)[O-])c3nonc23)c1 | 10 | /
CCOc1ccc(/C(C)=N/NS(=O)(=O)c2ccccc2)cc1 | 9 | /
O=C(/C=C/c1ccc(Cl)cc1Cl)Nc1nn[nH]n1 | 87* | /
N#Cc1cn(-c2ccccc2)nc1-c1cc2ccccc2oc1=O | 10 | 158
CC1CC(C)CN(c2nc3c(c(=O)[nH]c(=O)n3C)n2CCSc2nc3ccccc3o2)C1 (stereo not drawn) | 5 | 96
CC1=C(C(=O)Nc2ccccc2Cl)C(c2ccc(C(C)C)cc2)NC(=S)N1 (stereo not drawn) | 6 | /
CCC(=O)N1CCc2cc(Br)cc(S(=O)(=O)CC(=O)OC)c21 | 2 | 103
CCOC(=O)C1=NN(c2ccccc2)C(=O)C1OC(C)=O (stereo not drawn) | -9 | /
CC1(c2ccccc2)NC(=O)N(CC(=O)Nc2cccc(C#N)c2)C1=O (stereo not drawn) | -11 | 67
Cc1cc(=O)oc(C)c1C(=O)NCC(C)NC(=O)c1c(C)cc(=O)oc1C (stereo not drawn) | 7 | 160
O=C(O)CN1C(=O)/C(=C/c2ccc(-c3ccccc3[N+](=O)[O-])o2)SC1=S | 33 | /
OCc1nc(CO)n(Cc2ccccc2)n1 | -25 | 100
O=C(NCCOc1ccccc1Cl)C(c1ccccc1)c1ccccc1 | -2 | /
C/C(Sc1nnc(Cc2ccccc2)o1)=C(/O)c1ccccc1 | 4 | 128
Cn1c(SCc2nc3ccccc3[nH]2)nnc1-c1cccnc1 | -8 | /
C=CSc1cccc2ncccc12 | / | 139
Nc1ccc(Nc2nc(-c3ccncc3)cs2)cc1 | 9 | /
CCN(CC)C(=O)C(=O)NNC(=O)COc1ccc(Cl)cc1 | 4 | /
O=[N+]([O-])c1ccc(Cl)c2ncccc12 | 11 | /
CCOC(=O)c1c(NC(=O)c2ccc(S(=O)(=O)N3CCCCC3)cc2)sc(C(C)=O)c1C | 10 | /
O=C(O)CCCCCN1C(=O)C(O)=C(C(=O)/C=C/c2ccccc2)C1c1ccc(O)cc1 (stereo not drawn) | -2 | /
CC(=O)Nc1nc(C)c(S(N)(=O)=O)s1 | 9 | 111
CCOC(=O)N1CCN(c2cc(=O)n(C3CCCCC3)c(=O)[nH]2)CC1 | -9 | 113
Cc1nn(-c2ccc(Br)cc2)c(=O)c2ccccc12 | 3 | /
Cc1c(C(=O)Nc2cccc(S(N)(=O)=O)c2)oc2ccc(Cl)cc12 | -9 | /
CCOc1ccc(OCC)c(NC(=O)C2CCN(c3ncccn3)CC2)c1 | 5 | 95
CC(=O)NCCn1c(C)cc2ccccc21 | 5 | 98
O=C(CN1C(=O)c2cccc3cccc1c23)Nc1ccc2c(c1)OCO2 | -2&11 | 71
Cc1cc(C)cc(OC(=O)COc2ccc(Br)cc2Br)c1 | -1 | /
CCN(Cc1ccccc1)C(=O)C1CCN(Cc2ccc(OC)c(OC)c2OC)CC1 | 11 | 96
COC(=O)C1=C(C)NC2=C(C(=O)CC(C)(C)C2)C1c1ccccc1 (stereo not drawn) | -21 | /
Brc1ccccc1C1=Nn2c(nnc2-c2ccccc2)SC1 | 6 | 97
Cc1cc(OCCN2CCCC2)ccc1Cl | 4 | /
O=C(NCCNc1ccc(Cl)cc1[N+](=O)[O-])c1cc2ccccc2o1 | 6 | /

Next records follow.
SMILES | HePTP inhibitor | BAP1 block
Cc1cc(=O)n(C)c(=O)n1CCCCO | 7 | /
Cc1ccc(CCN2CC(C(=O)NC3CCCC3)CC2=O)cc1 (stereo not drawn) | 3 | 90
Cc1nc(SCC(=O)NCc2ccco2)c2c3c(sc2n1)CCCC3 | 4 | 105
O=c1nc(-c2ccccc2)cc(-c2ccccc2)[nH]1 | 9 | 108
COc1ccc(Cl)cc1NC(=O)C1=C(C)NC(=S)NC1c1ccccc1Cl (stereo not drawn) | -4 | /
CN(C)S(=O)(=O)c1ccc(-c2nc3ccccc3s2)cc1 | / | 81
O=c1cc(O)sc2ccccc12 | 3 | 99&60
CC(=O)/C(=C1\NC(C)(C)Cc2ccccc21)c1ccccc1 | 1 | /
c1coc(CNc2ncnc3sc4c(c23)CCCCC4)c1 | 9 | 97
CNc1c([N+](=O)[O-])cnc(N/C=C/C=C/C=C(C#N)C#N)c1C#N | 2 | /
Cc1ccc(CCNc2ccccc2)c[n+]1[O-] | 4 | 63
Cc1nc2cc(O)ccc2n1C | 2 | 110

Among those listed so far, ten have bromine.
SMILES | HePTP inhibitor | BAP1 block
N#Cc1c(N)n(CCOC(=O)c2cccc(Br)c2)c2nc3ccccc3nc12 | -4 | /
COc1cc(NS(=O)(=O)c2ccc([N+](=O)[O-])cc2)c(OC)cc1Br | -23 | /
CCn1c(C)cc2c(c1=O)C(c1ccccc1Br)C(C#N)=C(N)O2 (stereo not drawn) | 7 | /
COc1cc(/C=C2\C(=O)N(c3ccc(S(N)(=O)=O)cc3)N=C2C)cc(Br)c1OCc1ccccc1 | 6 | /
COc1ccc(C2CC(C(F)(F)F)n3nc(C(=O)Nc4c(F)cc(F)cc4Br)c(Cl)c3N2)cc1OC (stereo not drawn) | 2 | /
Cc1ccc(OCC(=O)NCc2ccncc2)c(Br)c1 | 6 | /
CCC(=O)N1CCc2cc(Br)cc(S(=O)(=O)CC(=O)OC)c21 | 2 | 103
Cc1nn(-c2ccc(Br)cc2)c(=O)c2ccccc12 | 3 | /
Cc1cc(C)cc(OC(=O)COc2ccc(Br)cc2Br)c1 | -1 | /
Brc1ccccc1C1=Nn2c(nnc2-c2ccccc2)SC1 | 6 | 97
